Screens from PubChem.
IMPase Li inh = IMPase inhibition in cells with lithium potentiation. AID 1457. 210,000 compounds, 0.35% hits. Potency, µM (titrated, usually from 59.4 µM), for the others: top-dose activity, negative = IMPase inhibition, hits mostly inhibitors. CHO-M1 cells, IP1 TR-FRET (IP-One), carbachol + lithium;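 note: IP1 builds up when IMPase is blocked and the TR-FRET signal falls; potency is the fitted concentration of half-maximal effect; plate controls were basal vehicle for no effect and high inhibitor control for full effect; nearly all actives have a fitted effect of over 50% in size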
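CHO cells stably expressing M1 receptor (2000/well) were cultured 16–30 h, then exposed to compounds with a small lithium addition for 30 min at 37C. IP1 was measured by TR-FRET competition; AC50 from Hill fits.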
Lamin A splicing = LMNA splicing modulation; HeLa LMNA splicing GFP/RFP minigene ratio, 48 h; Potency, µM (doses to about 46.1 µM), inactives show at the top dose ratio change, negative = inhibition, usual class: inhibitors; 200,000 compounds, 0.01% hits; AID 1487; active = well fitted inhibition curve with a large enough effect in the signal ratio, with a control signal flat, not every such curve was filed as active; inconclusive = small, poorly fitted or top-dose-only effect, or effect the other way, or a change in a side signal; the % refers to the signal ratio; note: potency is the fitted concentration of half-maximal effect; % is set by controls: 0 for no effect and ±100 for the full control effect
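S3 HeLa cells stably expressing lamin A-EGFP splicing minigene plus DsRed2, 600 cells/well, 48 h compound exposure at 37C. Laser-scanning cytometry; analysed as GFP (500-530 nm)/RFP (575-640 nm) total intensity ratio; 0.5% DMSO vehicle.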
Epigenetic derep = regulators of epigenetic silencing causing reporter derepression in mouse cells | Potency, µM (titrated, usually from 53.9 µM), for the others: at the highest dose GFP activation, most hits filed as activators | murine LDR cells, GFP reporter derepression, 30 h | 280,000 compounds, 0.2% hits | AID 1865; note: potency is the fitted concentration of half-maximal effect; % of control where 0% means no effect; nearly all actives have a fitted effect of over 60% in size
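Readout is the number of GFP-expressing murine LDR cells, counted by cytometry following washing. Cells were treated with compound for 30 h at 37 C; the stably integrated CMV-GFP locus is normally silent.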
aGal spleen mod = inhibits or activates alpha-galactosidase in human spleen homogenate; P06280; human spleen homogenate, 4MU-alpha-Gal fluorescence, 40 min; Potency, µM (highest dose often 80 µM), without a hit: at the highest dose activity change, negative = inhibition, most hits filed as inhibitors; 240,000 compounds, 0.008% hits; AID 2107;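 note: potency is the fitted concentration of half-maximal effect; 0% = enzyme with vehicle and -100% = no enzyme basal signal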
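Inhibition or activation of alpha-galactosidase in human spleen homogenate is scored by 4-MU fluorescence after 40 min at 37C, pH 5.0, with 1 mM substrate. AC50s come from concentration-response fitted to the Hill equation.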
NPSR antag = antagonists of human neuropeptide S receptor cAMP signaling. 220,000 compounds, 1% hits. Q6W5P4. Potency, µM (highest dose often 38.3 µM), without a hit: at the highest dose activity change, negative = inhibition, actives largely listed as inhibitors. CHO-NPSR cells, cAMP TR-FRET, antagonist mode; note: potency is the fitted concentration of half-maximal effect; % is set by controls: 0 for no effect and ±100 for the full control effect; nearly all actives have a fitted effect of over 50% in size; many of its hits are not listed in these tables
Target sequence (Q6W5P4 whole entry, looked up): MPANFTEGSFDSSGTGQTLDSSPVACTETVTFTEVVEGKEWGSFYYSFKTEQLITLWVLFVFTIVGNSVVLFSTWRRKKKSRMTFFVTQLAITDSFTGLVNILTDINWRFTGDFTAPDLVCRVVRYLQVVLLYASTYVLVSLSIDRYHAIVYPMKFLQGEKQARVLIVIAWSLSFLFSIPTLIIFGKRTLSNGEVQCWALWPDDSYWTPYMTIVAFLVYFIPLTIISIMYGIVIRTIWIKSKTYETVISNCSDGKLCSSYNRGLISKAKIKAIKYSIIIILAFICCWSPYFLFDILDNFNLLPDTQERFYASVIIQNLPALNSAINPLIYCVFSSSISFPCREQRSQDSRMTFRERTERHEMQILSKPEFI
Luc counter = Kinase-Glo luciferase inhibition (counter-screen) | Kinase-Glo luciferase, ATP luminescence, 8 min | Potency, µM (highest dose often 38.3 µM), without a hit: at the highest dose activity change, negative = inhibition, actives largely listed as inhibitors | 200,000 compounds, 0.28% hits; note: potency is the fitted concentration of half-maximal effect; % is set by controls: 0 for no effect and ±100 for the full control effect; nearly all actives have a fitted effect of over 60% in size
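Recombinant Kinase-Glo luciferase, 10 uM ATP (linear range), luciferin; imidazole pH 7.2 / KCl / MgCl2 / Tween / BSA buffer; 8 min RT; luminescence.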
CBFb-RUNX1 inh = blocks binding between human CBF-beta and RUNX1. AlphaScreen CBFb-His/RUNX1-biotin binding, biochemical. Potency, µM (series often up to 59.8 µM), without a hit: at the highest dose activity, negative = inhibition, most hits filed as inhibitors. 230,000 tested, under 10 active. AID 1477; note: % of control where 0% means no effect
Target sequence (Q01196 whole entry, looked up): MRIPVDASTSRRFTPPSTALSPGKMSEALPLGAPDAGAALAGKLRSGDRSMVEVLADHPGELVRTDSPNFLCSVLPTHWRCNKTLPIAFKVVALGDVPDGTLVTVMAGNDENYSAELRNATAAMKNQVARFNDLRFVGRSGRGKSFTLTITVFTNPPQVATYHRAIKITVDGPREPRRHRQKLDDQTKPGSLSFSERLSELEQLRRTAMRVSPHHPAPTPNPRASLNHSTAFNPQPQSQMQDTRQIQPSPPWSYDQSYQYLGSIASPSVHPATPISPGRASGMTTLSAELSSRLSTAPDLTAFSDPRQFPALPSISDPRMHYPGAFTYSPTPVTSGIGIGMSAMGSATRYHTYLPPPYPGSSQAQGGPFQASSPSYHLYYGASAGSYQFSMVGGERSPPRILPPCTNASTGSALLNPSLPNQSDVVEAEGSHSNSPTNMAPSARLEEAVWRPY
Target sequence (Q13951 whole entry, looked up): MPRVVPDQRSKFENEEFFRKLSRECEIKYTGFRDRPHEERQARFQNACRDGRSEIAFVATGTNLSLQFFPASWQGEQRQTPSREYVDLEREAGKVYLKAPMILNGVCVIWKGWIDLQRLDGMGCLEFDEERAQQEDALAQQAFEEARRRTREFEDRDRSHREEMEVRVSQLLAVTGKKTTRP
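AlphaScreen proximity signal reports loss of binding between His-tagged CBF-beta and biotin-labelled RUNX1, each at 30 nM. Proteins are pre-associated for 20 minutes, compounds added for 15 minutes, then beads for 90 minutes, all at ambient temperature.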
An asterisk follows results filed as active; ? = inconclusive; · = no result given; [ ] = another dose, or the depositor's remark. Unless noted, calls come from the whole dose curve; as a rule, active = well fitted curve in the direction sought with a large enough effect; inconclusive = small, poorly fitted or top-dose-only effect, or another doubt; inactive = no such curve, though single readings can be large; an effect the other way counts as inactive or inconclusive. A portion of the library; rates above refer to the full screens.

| SMILES | IMPase Li inh | Lamin A splicing | Epigenetic derep | aGal spleen mod | NPSR antag | Luc counter | CBFb-RUNX1 inh |
| --- | --- | --- | --- | --- | --- | --- | --- |
| O=C(c1ccc(CS(=O)(=O)c2ccc(Br)cc2)o1)N1CCCCCC1 | 7%[38.3 µM] | -15% | 7.7% | -5% | -19%[46.1 µM] | 3% | -1% |
| CCC(CO)Nc1nc(CN2CCCCC2)nc2scc(-c3ccccc3)c12 (stereo not given) | 9% | -10% | -0.9% | 0% | 28% | -1% | -2% |
| CCOC(=O)N/N=C/c1ccc(F)cc1F | -2% | 0% | 2.0% | 1% | 17% | -2% | 4% |
| CNC(=S)N1CCN(c2ccccc2OC)CC1 | -13%[38.3 µM] | 0%[0.0737 µM] | -0.9% | -15% | 4%[46.1 µM] | -1% | 4% |
| CCCCC(=O)NC1(C(F)(F)F)C(=O)Nc2c1c(=O)[nH]c(=O)n2Cc1ccco1 (stereo not given) | -4%[38.3 µM] | 7% | 0.8% | 3% | -1%[46.1 µM] | 5% | 9% |
| CCCCOCCCNC(=O)CC(C)c1ccccc1 (stereo not given) | -3% | -2% | 1.0% | 4% | 19% | 3% | -1% |
| Cc1cccc(-n2c(C)n[nH]c2=S)c1C | -8%[38.3 µM] | 3% | 0.7% | 9% | -3%[46.1 µM] | 3% | 7% |
| CCOC(=O)/C(C#N)=C/c1cn(CCC(=O)O)nc1-c1ccccc1 | -9% | -15% | -1.0% | -5% | -19% | 4% | 0% |
| O=C1NC(=O)C(c2cn(-c3ccccc3)nc2-c2ccc(F)cc2)N1 (stereo not given) | 29%[38.3 µM] | 7% | -1.1% | -3% | -10%[46.1 µM] | 0% | 5% |
| CCOC(=O)C1(CC2CCCCO2)CCN(Cc2cc3ccccc3[nH]2)CC1 (stereo not given) | 14% | · | -0.1% | -1% | -5% | -2% | 4% |
| O=c1c2c(nc3nc(NCc4ccccc4Cl)[nH]n13)CCC2 | 6% | -6%[9.22 µM] | 1.1% | 4% | 7% | 4% | 13% |
| N#Cc1c(C(F)(F)F)cc(-c2cccs2)nc1SCc1ccc(Cl)nc1 | -3%[38.3 µM] | 8% | 0.0% | ? | -5%[46.1 µM] | 1% | 7% |
| CCOc1ccc(N2C(=O)CC(SCc3nc4ccccc4[nH]3)C2=O)cc1 (stereo not given) | 0% | · | 0.0% | 11% | -11% | · | 19% |
| Cc1ccc(S(=O)(=O)N2CCOCC2)cc1N/N=C(\C#N)c1nc2ccccc2[nH]1 | · | -13% | 0.0% | -1% | 2%[46.1 µM] | · | -1% |
| CCCNC(=O)c1ccc(C2SCC(=O)N2Cc2ccccc2)cc1 (stereo not given) | 18% | -10% | -1.8% | -2% | -9% | -3% | -11% |
| Cc1nn(C)c(C)c1S(=O)(=O)N(CC(=O)Nc1ccc2c(c1)OCO2)c1ccc(C(C)C)cc1 | 9% | ? | -1.0% | -5% | -3%[46.1 µM] | 0% | -1% |
| COC(=O)c1ccc2nc(Nc3nc4c(F)cc(F)cc4s3)sc2c1 | -4% | ? | 5.6% | 4% | -27% | 1% | -5% |
| CCC1(CC)Cc2ccccc2C(CC(=O)N2CCOCC2)=N1 | 35%[38.3 µM] | 9% | -1.2% | 11% | -6%[46.1 µM] | -4% | -3% |
| COc1cc2c(cc1OC)-c1nnc(C)n1C1(CCCC1)C2 | 5% | -5% | -1.0% | -5% | 7% | 2% | 3% |
| CO/N=C/CC(=O)c1cnc(-c2ccccc2)s1 | 1% | 2%[46 µM] | 0.0% | 6% | 2% | -2% | -17% |
| CS(=O)(=O)N(Cc1ccc(C(=O)N2CCc3ccccc3C2)cc1)c1ccccc1 | 9% | · | -1.4% | -6% | 23% | 1% | 3% |
| CC(=O)C1=C(C)NC(SCC(N)=O)=C(C#N)C1c1sccc1C (stereo not given) | 10%[38.3 µM] | 18% | 1.1% | 6% | -2%[46.1 µM] | -1% | 1% |
| COc1ccc(N2C(=O)CCC(C(=O)N3CCN(c4ccccn4)CC3)C2c2ccc(F)cc2)cc1 (stereo not given) | -2% | · | -0.3% | 2% | 13% | 2% | -1% |
| CC(C)CN1C(=O)c2ccc(C(=O)Nc3ccncc3)cc2C1=O | 3%[38.3 µM] | ? | -2.4% | 0% | -2%[46.1 µM] | -4% | 4% |

Full records as entered above. Screens in order: IMPase Li inh | Lamin A splicing | Epigenetic derep | aGal spleen mod | NPSR antag | Luc counter | CBFb-RUNX1 inh
Profile of COc1cc2c(cc1OC)-c1nnc(C)n1C1(CCCC1)C2 → 5% | -5% | -1.0% | -5% | 7% | 2% | 3%
Profile of CCC1(CC)Cc2ccccc2C(CC(=O)N2CCOCC2)=N1 → 35%[38.3 µM] | 9% | -1.2% | 11% | -6%[46.1 µM] | -4% | -3%

New compounds follow.
| SMILES | IMPase Li inh | Lamin A splicing | Epigenetic derep | aGal spleen mod | NPSR antag | Luc counter | CBFb-RUNX1 inh |
| --- | --- | --- | --- | --- | --- | --- | --- |
| COc1ccc(/C=C/C(=O)OCC(=O)c2ccc3c(c2)NC(=O)CO3)c(OC)c1 | · | · | 1.2% | 6% | -3% | · | -2% |
| CCn1c(/N=C/c2ccccc2NS(=O)(=O)c2ccc(C)cc2)nc2ccccc21 | -1% | ? | 1.1% | 2% | ? | 1% | -4% |
| CCOc1ccc(C(=O)Nc2ccc(NC(=O)c3ccco3)c(Cl)c2)cc1Cl | -10%[38.3 µM] | 14% | 0.7% | 2% | 1%[46.1 µM] | -2% | 2% |
| Cc1cc(C)nc(Sc2c(C)nn(-c3ccccc3)c2C)n1 | -5%[38.3 µM] | ? | -2.2% | -2% | -5%[46.1 µM] | -2% | -2% |
| Oc1ccc(Br)cc1/C=N/N1CCCCC1 | -11% | -14% | -0.9% | 2% | 23% | ? | 6% |
| CC1CCN(S(=O)(=O)c2ccc3c(c2)oc(=O)n3CC(=O)N2CCc3ccccc3C2)CC1 | -16%[38.3 µM] | -3% | -1.1% | -4% | -7%[46.1 µM] | -1% | 2% |
| O=S(=O)(c1ccc2c(c1)OCCO2)N1CCC(n2nnc3cc(F)ccc32)CC1 | 23% | ? | 0.1% | -8% | -9%[46.1 µM] | 2% | -4% |
| CCC1(c2ccccc2)NC(=O)N(CC(=O)N2CCN(S(=O)(=O)c3ccccc3)CC2)C1=O (stereo not given) | 0% | 13% | -0.9% | 6% | 6% | 2% | -2% |
| COCCCNC(=S)NNC(=O)c1ccoc1C | · | -13% | -1.8% | 0% | 10%[46.1 µM] | · | -2% |
| c1ccc(CC2CCCNC2)cc1 (stereo not given) | 21% | 7%[9.22 µM] | 1.0% | 2% | 21% | -1% | 10% |
| CN(C)S(=O)(=O)c1cccc2nsnc12 | -7%[38.3 µM] | -1% | -0.7% | 5% | 2%[46.1 µM] | 11% | 8% |
| c1csc(CN2CCN(Cc3cccs3)C2c2cccs2)c1 | 26%[38.3 µM] | -11% | 2.0% | 6% | -14%[46.1 µM] | -2% | 0% |
| O=C(Nc1ccccc1-c1ccccc1)NC1CCN(CC(=O)N2CCOCC2)CC1 | 19% | -11% | 0.9% | -5% | -10%[46.1 µM] | 1% | 9% |
| O=C1C(Nc2ccccc2)=C/C(=N/S(=O)(=O)c2cccs2)c2ccccc21 | 24% | ? | -1.8% | -3% | -55% | ? | · |
| COc1ccccc1C1=NOC(Cn2c(=O)c3c(ncn3C)n(C)c2=O)C1 (stereo not given) | -3%[38.3 µM] | -6% | -2.6% | -6% | 0%[46.1 µM] | -1% | 7% |
| CCCN1C(=O)c2cc(C(=O)Nc3ccccc3OC)ccc2C1Nc1ccccc1OC (stereo not given) | · | · | -0.6% | -8% | -36% | · | ? |
| CCOC(=O)c1[nH]c(C)c(C(=O)OCC)c1C | 15%[38.3 µM] | 0% | -1.4% | 7% | -15%[46.1 µM] | 15% | 3% |
| COc1ccc(CNC(=O)C(=O)NCC(c2ccco2)N2CCOCC2)cc1 (stereo not given) | 0% | ? | 0.0% | 11% | -18%[46.1 µM] | 5% | 7% |
| O=S(=O)(N1CCOCC1)n1nnc2ccccc21 | 3% | -10% | 0.9% | -4% | -2%[46.1 µM] | 0% | 6% |
| O=[N+]([O-])c1ccc(O)c(/C=N/Nc2ccccn2)c1 | 9% | ? | 4.0% | -5% | -8% | -1% | · |
| CCc1ccc(-n2nnnc2SCC(=O)NNC(=O)c2ccco2)cc1 | -2%[38.3 µM] | 8%[0.0737 µM] | -0.9% | 9% | 9%[46.1 µM] | 3% | 2% |
| Cc1ccc(CN(Cc2cccnc2)C(=O)CN2C(=O)COc3ccccc32)o1 | 3%[38.3 µM] | -4% | 4.1% | 10% | 2%[7.67 µM] | -5% | 3% |
| CCCn1c(SCC(=O)NCc2cccs2)nc2c1c(=O)n(C)c(=O)n2C | 8%[38.3 µM] | 7% | -0.8% | 5% | -4%[7.67 µM] | -2% | 0% |
| COc1ccc(Oc2ncc3nc(-c4ccc(F)cc4)c(=O)n(C[C@H]4CCCO4)c3n2)cc1 | 11% | ? | · | 27% | · | · | · |
| CCc1nnc(NC(=O)CSc2nnc(-c3c[nH]c4ccccc34)n2CC)s1 | · | ? | -1.1% | 1% | -13%[46.1 µM] | · | 8% |
| O=S(=O)(Nc1nc2ccccc2nc1NCc1ccco1)c1cccs1 | 2% | -6% | 0.9% | 7% | -4%[46.1 µM] | 3% | -1% |
| Cc1ccc(C(=O)NCCn2cc(SCC(=O)Nc3nnc(C)s3)c3ccccc32)cc1 | 5%[38.3 µM] | -7% | -3.1% | 4% | -15%[46.1 µM] | 1% | -4% |
| Cc1cccc(Nc2ncnc3nc[nH]c23)c1C | 4% | -8% | 0.0% | -13% | 4%[46.1 µM] | 0% | -4% |
| COc1ccccc1Nc1ccc([N+](=O)[O-])cc1N | 8% | -7% | -1.1% | -1% | -19% | 0% | -20% |
| CCSC(C)CC1C/C(=N/O)c2c(CC)noc2C1 (stereo not given) | 48%[activator][38.3 µM] | -9% | 2.7% | -2% | -6%[46.1 µM] | -3% | 14% |
| CCNc1cc(N2CCOCC2)nc(SC)n1 | 7% | · | -0.1% | 3% | 19% | -1% | 20% |
| Cc1ccc(-c2nc(N/N=C/c3cccc([N+](=O)[O-])c3)c3ccccc3n2)cc1 | 13%[38.3 µM] | 5% | -1.2% | 9% | -19%[46.1 µM] | -5% | -17% |
| Cc1cc(N2CCOCC2)nc2ccc(NC(=S)N3CCN(Cc4ccccc4)CC3)cc12 | 5% | · | -2.5% | 11% | -23% | -1% | -3% |
| O=C(N/N=C/c1ccc(Br)cc1)c1ccc(Br)o1 | 2% | 4% | -0.9% | 2% | -6% | -8% | -1% |
